# Rac1 GTP hydrolysis = MgcRacGAP GTPase-activating activity inhibitors, confirmation, biochemical, ADP Hunter fluorescence; one-dose inhibition, % at 30 µM; IC50 in µM for titrated hits; 340,000 tested, 0.6% active; MgcRacGAP-stimulated Rac1 GTP hydrolysis, ADP Hunter fluorescence; higher % means a stronger effect; GST-tagged Rac1 F28L mutant substrate; AID 624330;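 active = first-screen hits whose inhibition reached a set limit at any dose in the follow-up dose series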;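 also: fluorescence reports GDP produced by GAP-driven GTP hydrolysis; strong numbers were not always called active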
# The depositor's hits bear a star. Some of the compounds tested (hit frequency here may not be typical).
SMILES,Rac1 GTP hydrolysis
Cc1ccc(C)c(N2CCN(C(=O)CCc3nc(-c4ccccc4Cl)no3)CC2)c1,8.1%
CN(c1ccccc1)S(=O)(=O)c1ccc(Cl)c(C(=O)NCC(c2ccco2)N2CCCC2)c1 (centres undefined),-0.2%
Cc1ccc(Cl)cc1N1CCN(C(=O)CNC(=O)c2ccc(Br)o2)CC1,5.1%
OCC(O)C1OC(c2ccco2)OC(CO)C1O (centres undefined),1.5%
CCN(C(=O)COC(=O)c1oc2ccccc2c1C)c1c(N)n(Cc2ccccc2)c(=O)[nH]c1=O,3.1%
CC(=O)Nc1ccc(S(=O)(=O)Nc2cc(Cl)ccc2N2CCOCC2)cc1,5.1%
O=C(O)C(c1ccccc1)C(O)c1ccc2c(c1)OCO2 (centres undefined),-11.6%
O=C(Nc1cc(S(=O)(=O)N2CCCC2)ccc1OCC(F)(F)F)c1ccncc1,-32.2%
O=C(c1nc2ccc(Cl)cn2c1CN1CCC[C@H]1CO)N1CCc2ccccc2C1,-3.5%
CC1CCCCN1CCNC(=O)c1ccc2c(c1)N(Cc1cccc(Cl)c1)C(=O)c1ccccc1S2(=O)=O (centres undefined),15.8%
CC(OC(=O)CNC(=O)c1ccc(F)cc1)C(=O)Nc1ccc(S(=O)(=O)N2CCOCC2)cc1 (centres undefined),1.0%
CC(OC(=O)c1ccc([N+](=O)[O-])o1)C(=O)Nc1nc(-c2ccc(F)c(F)c2)cs1 (centres undefined),-1.2%
O=C(Nc1nncs1)c1cc(-c2ccco2)nc2ccccc12,12.2%
CC(NC(=O)CNC(=O)c1ccccc1F)c1ccc(-n2ccnc2)cc1 (centres undefined),4.3%
CCc1onc(C)c1C(=O)Nc1ccc(N2CCOCC2)cc1,1.5%
Cc1c(C(=O)c2ccc3c(c2)OCO3)ccc2c1OCO2,1.1%
O=C(COC(=O)c1cc[n+]([O-])cc1)Nc1ccc([N+](=O)[O-])cc1C(F)(F)F,7.2%
Cc1cccc(CC2(O)C(=O)Nc3ccccc32)n1 (centres undefined),3.9%
C[C@H]1CN([C@@H](C)CO)S(=O)(=O)c2ccc(C#Cc3ccccn3)cc2O[C@H]1CN(C)Cc1ccc(F)cc1,11.0%
COc1ccc(N(C)S(=O)(=O)c2cccc(C(=O)OCC(=O)N(C)c3ccccc3)c2)cc1,4.8%
COC(=O)c1ccc(Cl)c(NC(=O)CN(c2ccc(OC)cc2)S(=O)(=O)c2ccccc2)c1,12.7%
CCCn1nc(C(=O)NC2CCCC2)c2ccccc2c1=O,-2.7%
COc1ccccc1C1CC(=O)Oc2c(C(C)C)ccc(C)c21 (centres undefined),7.4%
CC(Sc1nnc(C2CC2)n1C)C(=O)Nc1ccc2c(c1)CCC2 (centres undefined),6.8%
O=C(c1ccccc1F)N1CCC2CC1c1cc(N3CCCCC3)ccc12 (centres undefined),17.3%

# Reprinted from the part before: 2 entries, then new ones.
SMILES,Rac1 GTP hydrolysis
CC(Sc1nnc(C2CC2)n1C)C(=O)Nc1ccc2c(c1)CCC2 (centres undefined),6.8%
O=C(c1ccccc1F)N1CCC2CC1c1cc(N3CCCCC3)ccc12 (centres undefined),17.3%
CC1CC(=O)N(CCc2ccccc2)C(=O)C1,-0.5%
Cc1cc(Br)ccc1NC(=O)CNC(=O)CSc1nccn1C,0.8%
COc1ccc(NC(C)=O)cc1S(=O)(=O)N1CCN(Cc2cccs2)CC1,-3.9%
O=C(O)/C(=C\c1cccc(F)c1)c1ccc(S(=O)(=O)N2CCCC2)s1,4.4%
CCC1(c2ccccc2)CN(C)C1=O (centres undefined),2.1%
C[C@H](CO)N1C[C@H](C)[C@@H](CN(C)Cc2ccccc2)Oc2c(NS(=O)(=O)c3cn(C)cn3)cccc2C1=O,6.1%
CC(=O)c1cc2c(cc1NC(=O)c1ccc(-n3nc(C)cc3C)cc1)OCO2,10.1%
Cc1ccc(NC(=O)CCC(=O)c2ccccc2)cc1,5.5%
CC(C)C#Cc1cnc2c(c1)C(=O)N([C@@H](C)CO)C[C@@H](C)[C@H](CN(C)Cc1cccc(F)c1)O2,17.3%
CC(=O)OCC1=C(C(=O)O)N2C(=O)[C@@H](NC(=O)Cc3ccccc3)[C@H]2SC1,5.3%
CC1CCN(C(CNS(=O)(=O)c2ccccc2)c2ccccc2)CC1 (centres undefined),-2.4%
Cc1cc(C)cc(C(=O)NCC(=O)OCN2C(=O)c3ccccc3C2=O)c1,-1.6%
CC1CCCC(NC(=O)NC(=O)COC(=O)C2=NN(c3ccccc3)C(=O)CC2)C1C (centres undefined),3.9%
CN(Cc1ccccc1)C(=O)c1ccc(NC(=O)Cc2ccc(NC(=O)C3CCN(C(=O)C4CCCCC4)CC3)cc2)cc1,3.3%
O=c1[nH]nc(-c2n[nH]c(=O)o2)o1,-1.4%
Cc1ccc2c(CSc3nc4ccccc4c(=O)n3CCCO)cc(=O)oc2c1,6.9%
O=C(CC1SC(N2CCOCC2)=NC1=O)Nc1ccc(F)cc1 (centres undefined),1.8%
OCC1OC(n2ccc3c(SCc4ccccc4)ncnc32)C(O)C1O (centres undefined),-9.7%
O=C(C[C@@H]1C[C@H]2c3cc(NC(=O)Nc4ccccc4F)ccc3O[C@H]2[C@H](CO)O1)NCC(F)(F)F,-8.0%
Cc1ccc([N+](=O)[O-])cc1S(=O)(=O)Nc1cccc(S(=O)(=O)Nc2ccccc2C(=O)O)c1,5.0%
CCCCN1C[C@H](C)[C@@H](CC(=O)NC)C1=O,-13.4%
Cc1nc(SCc2nc3c([N+](=O)[O-])cccc3[nH]2)c2oc3ccccc3c2n1,-0.1%
COC(=O)Cc1ccc(NC(C)=O)cc1,3.7%
CCCc1c(C(=O)N/N=C(\CC)c2ccccc2)nnn1-c1nonc1N,13.7%
Cc1ccc(NC(=O)c2nc[nH]c2C(=O)NCCCCNC(=O)c2[nH]cnc2C(=O)Nc2ccc(C)cc2)cc1,11.3%
SMILES,Rac1 GTP hydrolysis
COc1cccc(CN(C)C(=O)c2ccc(S(=O)(=O)Nc3cccc(C)c3C)cc2)c1OC,3.3%
COc1ccc(C(=O)NC2CC(C)(C)NC(C)(C)C2)cc1S(=O)(=O)N1CCOCC1,2.5%
O=C1C=CC(=O)N1Cc1ccncc1,-2.3%
N#CC1(NC(=O)CSc2nnc(C3CC3)n2N)CCCCC1,0.8%
COc1c2ccc(OCC/C(C)=C/C(=O)C=C(C)C)cc2nc2occc12,3.4%
N#Cc1ccc(COC(=O)C2CC(=O)N(CCc3ccccc3)C2)cc1 (centres undefined),3.3%
O=C1c2ccccc2[C@@H]2C[C@H](NC34CC5CC(CC(C5)C3)C4)[C@@H](O)CCN12,5.0%
CC(NC(=O)c1ccccc1)C(=O)Nc1ccccc1 (centres undefined),2.9%
O=C(C[C@@H]1C/C=C\C[C@H](NC(=O)OCC2c3ccccc3-c3ccccc32)C(=O)OC[C@@H]2CCCN2C1=O)NCCO,1.4%
C[C@@H]1CN([C@@H](C)CO)C(=O)CCCn2nncc2CO[C@@H]1CN(C)C(=O)Nc1ccnc(N2CCOCC2)c1,10.8%
NC(=O)c1ccccc1OCC(=O)N1CCC(Cc2ccccc2)CC1,5.9%
COc1ccc([N+](=O)[O-])cc1NS(=O)(=O)c1ccc(C(=O)N2CCCC2)cc1,5.7%
O=C1CCC[C@@H]2CC(N3CCCCC3)C[C@@H]3CCN1[C@H]23 (some centres undefined),6.5%
Cc1ccc(C(=O)N2[C@@H]3CN(C)C(=O)[C@@]2(Cc2ccccc2)[C@H]2C(=O)N(Cc4ccccc4)C(=O)[C@@H]32)cc1,4.5%
O=C(/C=C/Nc1ccc(Br)cn1)c1cccc(OC(F)F)c1,5.3%
COc1ccc(CC(=O)OCC(=O)c2c[nH]c3ccccc23)cc1,6.4%
Cc1nnc(SCC(=O)N(CC(C)C)C2CCS(=O)(=O)C2)s1 (centres undefined),5.9%
N#Cc1ccc(OCC(=O)OCC(=O)Nc2sccc2C(N)=O)cc1,2.8%
Cc1ccc(S(=O)(=O)N2CCOCC2)cc1NC(=O)COC(=O)c1ccco1,12.8%
OCC(O)C1OC(c2ccccc2)OC(CO)C1O (centres undefined),4.5%
OC[C@H]1O[C@@H](Oc2ccc(O)cc2)[C@H](O)[C@@H](O)[C@@H]1O,15.0%
C=CC[C@@H](CC(=O)N(CCO)Cc1ccccc1)C(=O)N[C@H](COC(=O)[C@@H](CC=C)Cc1ccc(F)cc1)Cc1ccccc1,7.0%
Cc1ccc(C(=O)OCC(=O)c2ccc(CC(=O)N3CCOCC3)s2)c(C)c1,1.2%
COc1cccc(CC(=O)Nc2cc(S(=O)(=O)N3CCOCC3)ccc2N2CCN(C)CC2)c1,1.9%
O=C(COC(=O)c1ccccc1)NCC1COc2ccccc2O1 (centres undefined),13.3%

# Rewritten with the structure last: 5 of the compounds above
Rac1 GTP hydrolysis	SMILES
8.1%	Cc1ccc(C)c(N2CCN(C(=O)CCc3nc(-c4ccccc4Cl)no3)CC2)c1
-0.2%	CN(c1ccccc1)S(=O)(=O)c1ccc(Cl)c(C(=O)NCC(c2ccco2)N2CCCC2)c1 (centres undefined)
5.1%	Cc1ccc(Cl)cc1N1CCN(C(=O)CNC(=O)c2ccc(Br)o2)CC1
1.5%	OCC(O)C1OC(c2ccco2)OC(CO)C1O (centres undefined)
3.1%	CCN(C(=O)COC(=O)c1oc2ccccc2c1C)c1c(N)n(Cc2ccccc2)c(=O)[nH]c1=O

# The list continues.
SMILES,Rac1 GTP hydrolysis
Cc1cccc([C@H]2[C@@H]3C=CC[C@@H](C)[C@@H]3C(=O)N2Cc2ccccc2)c1,5.2%
O=C1NC(=S)SC1=Cc1cc(Br)ccc1O,16.8%
N#Cc1ccccc1COC(=O)c1cc(S(=O)(=O)N2CCOCC2)ccc1F,2.8%
O=C(COC(=O)CSc1ccc(Cl)cc1)Nc1ccc2[nH]c(=O)[nH]c2c1,3.2%
CC[C@]12C(=O)N(C)C[C@H]([C@@H]3C(=O)N(C)C(=O)[C@@H]31)N2C(=O)c1ccc(C(C)(C)C)cc1,7.9%
COc1ccc(-c2nc(S(=O)(=O)c3ccccc3)c(N3CCN(C)CC3)o2)cc1,11.0%
O=C(c1cc(S(=O)(=O)NCc2ccco2)ccc1Br)N1CCOCC1,1.5%
CSc1ncccc1C(=O)OCC(=O)N(C)Cc1ccc(C)cc1,5.6%
Cc1cc(C)c(NC(=O)CN(C)C(=O)CNC(=O)c2cccs2)c(C)c1,1.2%
COC(=O)c1cc2c(n(Cc3ccccc3)c1=O)CCCC2=O,6.2%
CNS(=O)(=O)c1ccc(C(=O)NCC(=O)NCC2COc3ccccc3O2)cc1 (centres undefined),3.7%
CC(C)(C)OC(=O)N1CCc2onc(-c3ccc(Br)cc3)c2C1=O,7.5%
O=C(NCC1(N2CCOCC2)CCCCC1)c1cccc(S(=O)(=O)Nc2ccc(F)cc2)c1,7.4%
c1ccc(C2OCCN2c2ccccc2)cc1 (centres undefined),-0.3%
O=C(COC(=O)CCC1CCCC1)Nc1ccc(F)cc1Cl,5.7%
N#Cc1cccc(NC(=O)COC(=O)Cn2nc(-c3ccccc3)oc2=O)c1,0.8%
Cc1nn(CC(=O)Nc2ccc3c(c2)OCCO3)c(C)c1[N+](=O)[O-],0.3%
CC(=O)Oc1ccc2c(c1)C(=O)CCCCCC(=O)O2,4.9%
Cc1ccc(S(=O)(=O)N2CCC(C(=O)OCC(=O)N(Cc3ccccc3)C(C)C)CC2)cc1C,22.8%
C[C@@H]1CN([C@H](C)CO)C(=O)Cc2cc(NC(=O)CCC(F)(F)F)ccc2O[C@@H]1CN(C)C(=O)NC1CCCCC1,8.5%
CN(CC(=O)Nc1ccccc1C(=O)NC1CC1)Cc1ccc(N(C)C)cc1,3.6%
N#Cc1ccc(CCc2ccccc2)[nH]c1=O,7.3%
COc1ccc(S(=O)(=O)N2CCN(C(=O)c3ccccn3)CC2)cc1,6.3%
CC1CCCCC12NC(=O)N(CC(=O)OCc1ccccc1Cl)C2=O (centres undefined),4.5%
Cc1ccnc2nc(C(=O)OCC(=O)N(Cc3ccccc3)C(C)C)nn12,1.5%

# 3 records drawn at random from those above, as already listed:
SMILES,Rac1 GTP hydrolysis
O=C(COC(=O)CSc1ccc(Cl)cc1)Nc1ccc2[nH]c(=O)[nH]c2c1,3.2%
N#Cc1cccc(NC(=O)COC(=O)Cn2nc(-c3ccccc3)oc2=O)c1,0.8%
COC(=O)c1cc2c(n(Cc3ccccc3)c1=O)CCCC2=O,6.2%

# (continued)
SMILES,Rac1 GTP hydrolysis
COC(=O)[C@H](CC(C)C)NC(=O)Cn1cnc2c(OCc3ccccc3)ncnc21,6.2%
COc1ccc(N2CCN(C(=O)COC(=O)c3oc4ccccc4c3C)CC2)cc1,18.5%
C[C@H](NC(=O)c1ccco1)C(=O)NNC(=O)c1ccc(F)cc1,-1.9%
CCCCCCN[C@H]1CCC2C3CC=C4C[C@@H](O)CC[C@]4(C)C3CC[C@@]21C (some centres undefined),-5.4%
COc1ccc(NC(=O)c2ccc(S(=O)(=O)N3CCCC3)cc2)cc1OC,4.9%
O=C(COC(=O)CNC(=O)c1ccc([N+](=O)[O-])o1)Nc1ncc(C(F)(F)F)cc1Cl,5.1%
CC[C@]12c3[nH]c4cc(CCC(=O)N(C)C)ccc4c3CCN1C(=O)[C@@H](CC(=O)NCCc1ccccn1)C[C@@H]2C(=O)N1CCN(C(=O)C2CC2)CC1,3.2%
CC(C)C[C@H]1CNC(=S)N1CC1CCN(CC2CCC(C(C)(C)C)CC2)CC1 (some centres undefined),1.2%
CC(C)(C(=O)c1ccccc1)/[N+]([O-])=C/c1ccc(Br)cc1,4.7%
Nn1c(-c2cccc(O)c2)nnc1-c1cccc(O)c1,-0.1%

# Source: PubChem (Southern Research Specialized Biocontainment Screening Center)
